Compound activity (PubChem BioAssay)
Polio RdRp inh: poliovirus RdRp elongation inhibitors, primary screen, biochemical, fluorescence polarization, total intensity; Genome polyprotein (Poliovirus type 1 (strain Mahoney)), P03300; poliovirus polymerase elongation; stronger effect = lower value; % elongation, % (compound at 16.7 µg/mL); 0.66% of 150,000 active; AID 588519, 2011; in the data active = % elongation below about 90%; note: some results filed as inactive read as strong as hits
Target sequence (P03300 1749-2209 limits assumed): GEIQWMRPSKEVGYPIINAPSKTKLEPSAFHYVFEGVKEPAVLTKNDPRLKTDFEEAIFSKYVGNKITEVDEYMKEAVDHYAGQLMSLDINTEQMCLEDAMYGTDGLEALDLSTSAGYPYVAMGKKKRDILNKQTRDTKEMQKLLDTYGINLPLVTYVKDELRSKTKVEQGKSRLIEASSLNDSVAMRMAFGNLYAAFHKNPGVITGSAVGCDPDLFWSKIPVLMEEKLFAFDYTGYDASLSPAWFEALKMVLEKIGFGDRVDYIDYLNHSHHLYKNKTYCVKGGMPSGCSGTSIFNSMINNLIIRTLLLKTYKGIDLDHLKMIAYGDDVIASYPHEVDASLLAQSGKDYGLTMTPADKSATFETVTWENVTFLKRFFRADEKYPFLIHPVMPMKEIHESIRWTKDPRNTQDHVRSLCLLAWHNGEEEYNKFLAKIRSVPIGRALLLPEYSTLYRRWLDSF
Polio RdRp inh FP z-score: further read-out of Polio RdRp inh, marked with its call; z-score; measured here: FP z-score; hits read low
* hit, by the source's call; & = joins results of further samples. A portion of the library. The share of hits here may be higher or lower than overall.

SMILES	Polio RdRp inh	Polio RdRp inh FP z-score
COCCOC(=O)c1c(C)oc2cc(Br)c(OC(C)C(=O)OC)cc12 (centres undefined)	102	0.1
COc1cc(C2CC(=O)c3c([nH]c(C(=O)OCC4CCCCC4)c3C)C2)cc(OC)c1OC (centres undefined)	103	-0.2
COC(=O)c1ccc(NC(=O)CC2C(=O)N(c3ccccc3)C(=O)N2Cc2ccc(F)cc2)cc1 (centres undefined)	105	-0.7
C=CCOc1ccc(/C(O)=C2/C(=O)C(=O)N(CC3CCCO3)C23C(=O)N(C)c2ccccc23)cc1 (centres undefined)	103	0.4
O=C(O)c1cccc(N2C(=O)CSC2c2ccccc2)c1 (centres undefined)	98	-0.7
O=S(=O)(c1ccccc1)N1CCNCC1	102	0.4
O=C(CCNS(=O)(=O)c1ccc2c(c1)CCN2C(=O)C1CC1)N1CCN(c2cccc(C(F)(F)F)c2)CC1	106	-0.2
O=C(CC1N=C2c3ccccc3N=C(SCc3ccc(F)cc3)N2C1=O)NCc1ccco1 (centres undefined)	100	-0.2
Cc1ccccc1C1NC(c2ccccc2C)C(C)C(=O)C1C (centres undefined)	105	0.7
O=C(CCN1C(=O)NC2(CCCC2)C1=O)Nc1nc2ccccc2[nH]1	101	-0.1
CCCCN(CC)CCCNC(=O)Nc1sc2nc3n(c(=O)c2c1C)CCC(C)CC3 (centres undefined)	109	1
CCCNCc1cc(OCC)c(OCC(N)=O)cc1Br	100	-0.4
COc1cc2c(cc1OC)n(Cc1ccc([N+](=O)[O-])cc1)c(=O)n1nc(-c3ccccc3)nc21	106	-0.1
CCCCN(C)CCCNC(=O)c1cc(-c2cccnc2)nc2ccccc12	104	-0.9
Cc1ccccc1C(=O)N1CCC(C(=O)Nc2ccc(F)cc2F)CC1	110	1.5
C=C(C)[C@@H]1Cc2cc3ccc(=O)oc3cc2O1	100	0
Cc1cc(Br)c(NC(=S)NC(=O)C(C)(C)C)c(Br)c1	109	1
O=C1CSc2ccc(C(=O)N3CCN(S(=O)(=O)c4ccc5c(c4)CCC5)CC3)cc2N1	104	0
CC(=O)Nc1ccc(N=Cc2ccc(C)cc2)cc1	102	0.2
COc1cc(C(=O)NCCc2sc(-c3cccc(F)c3)nc2C)cc(OC)c1OC	109	0.7
Oc1c(C(c2ccccn2)N2CCN(c3ccccn3)CC2)ccc2cccnc12 (centres undefined)	144	4.6
CC1=C(C(=O)OCC2CCCCC2)C(c2ccc(F)cc2F)CC(=O)N1 (centres undefined)	107	0.4
CN=C1S/C(=C\c2cn(CC(=O)NCc3ccco3)c3ccccc23)C(=O)N1C	101	-0.2
COc1ccc(-c2cc(C(=O)NCc3ccc(F)cc3)no2)cc1	101	-0.4
COC(=O)/C=C1\Nc2ccccc2SC1=O	99	-0.6
(cont.)
SMILES	Polio RdRp inh	Polio RdRp inh FP z-score
CCOc1ccc(NC(=O)C2CCN(S(=O)(=O)c3cnc[nH]3)CC2)cc1	100	-1.1
Cc1cccc(N(Cc2ccccc2)C(=O)COc2ccc(-c3nnco3)cc2)c1	99	-0.5
O=C(/C=C/c1cn(CC(O)CN2CCCCCC2)c2ccccc12)c1ccc(Br)cc1 (centres undefined)	121	2.6
O=S(=O)(c1ccc(Br)cc1)c1nnn2c1nc(N1CCOCC1)c1sccc12	107	0.1
O=C(c1cccc(S(=O)(=O)NCc2ccccc2)c1)N1CCCC1	102	0.1
CCC(C)NC(=O)CN1C(=O)C2C3C=CC(C3)C2C1=O (centres undefined)	102	0.4
O=c1[nH]c(=O)n(CCO)c2nonc12	99	-0.3
COc1ccc(Cl)cc1NCC(=O)N1CCc2ccccc2C1	103	0.6
Cc1noc(C)c1COc1ccc(C(=O)OCC(N)=O)cc1	99	-0.5
CCC12CN3CC(CC)(CN(C1)C3c1ccccc1)C2O (centres undefined)	102	0.2
CCOc1ccc(C2c3c(oc4ccc(C)cc4c3=O)C(=O)N2CCCN(C)C)cc1OC (centres undefined)	103	0
O=C(Nc1ccccc1)N(Cc1nnc2n1CCCCC2)c1ccc(I)cc1	90*	-2.2*
CC(C)(O)C#Cc1ccccn1	99	0
Cc1ccc2oc(-c3cc(N=C/C=C/c4ccc5c(c4)OCO5)ccc3O)nc2c1	103	0.4
COc1ccccc1CNC(=O)c1sc2nc3n(c(=O)c2c1C)CCC3	110	0.7
Nn1c(SCC(=O)N2CCc3ccccc32)nncc1=O	99	-0.8
CCOC(=O)CCc1ccc(OCc2c(C)c(C)c(C)c(C)c2C)cc1	113	1.5
CCCc1nnc(SCC(=O)N2CCCC2)n1CCOC	100	-0.4
O=C(NC1CCCCCC1)c1ccc(CS(=O)c2cccc(Cl)c2)o1 (centres undefined)	106	-0.1
COCCOc1ccc(C(F)(F)F)cc1NCC(=O)NCc1ccc2c(c1)OCO2	98	-0.7
CCOc1ccc(-n2nc(CO)c(C(=O)NCc3cccs3)n2)cc1	107	0
COc1ccc(C2=C(C)C(=NCc3ccc(OC(C)C)cc3)NS2(=O)=O)cc1	106	-0.3
Cc1cc(C(=O)O)c2cc(F)ccc2n1	110	0.8
CCCc1cc(=O)[nH]c(SCC(=O)N2CCC(C)CC2)n1	101	0.1
CC(C)Cn1c(=O)c2ccccc2n2c(CCC(=O)O)nnc12	100	-0.1
Later entries:
SMILES	Polio RdRp inh	Polio RdRp inh FP z-score
CCC(C)OC(=O)C1=C(C)NC(=O)NC1c1ccc(F)c(Br)c1 (centres undefined)	104	0.4
CCC(NCC(O)Cn1c2ccccc2c2ccccc21)C(=O)O (centres undefined)	102	0.3
O=C1Nc2ccccc2N(O)N1c1cc(-c2ccccc2Cl)no1	100	-0.8
c1ccc(N2CCN(C3CCc4ccccc4C3)CC2)cc1 (centres undefined)	100	0
Nc1nc2c(nc(SCc3ccccc3Br)n2C2OC(CO)C(O)C2O)c(=O)[nH]1 (centres undefined)	102	0.9
CNC(=S)NC(=O)c1ccccc1	104	0.4
CCOC(=O)C1C(=O)C=C(c2ccc(NS(C)(=O)=O)cc2)CC1c1ccco1 (centres undefined)	102	0.3
COc1ccc(-c2cc(C(C)=O)c(C)n2CCC(=O)Nc2ccc(C)cc2Cl)cc1	104	-0.2
CCCCn1c(=O)c(-[n+]2ccccc2)c([O-])c2ccccc21	101	-0.5
Cc1ccc(CNC(=O)c2ccc(CS(=O)(=O)Cc3ccc(C)cc3)o2)cc1	110	0
Cc1cc(S(=O)(=O)N2CCOCC2)ccc1OCC(=O)N1CCOCC1	103	0.4
CCS(=O)(=O)N1CCC(C(=O)N2CCN(c3ccccc3)CC2)CC1	99	-0.3
CN(C)C1c2cccc3cccc(c23)C1NS(C)(=O)=O (centres undefined)	99	-0.3
CCOC(=O)N1CCC(=C(C#N)C(=O)Nc2cc(OC)ccc2OC)CC1	99	-0.5
COc1ccc(/C=C/c2nc3ccccc3c(=O)n2-c2cccc(C(F)(F)F)c2)cc1	108	0
Cc1cccc(N(CC(=O)NCc2ccccc2)S(C)(=O)=O)c1C	107	0.6
Nc1nc(N2CCOCC2)ncc1S(=O)(=O)c1ccc(C(F)(F)F)cn1	106	1.1
Cc1c(C#N)sc2ccccc12	104	0.7
Cc1cc(C)c(C)c(S(=O)(=O)N2CCN(c3ncnc4sc5c(c34)CCCC5)CC2)c1C	103	0.3
Cc1cc(C)n2c(SC(C)C(=O)NC3(C#N)CCCCC3)nnc2n1 (centres undefined)	105	0.4
COC(=O)C(C)Sc1nc2cc(Cl)ccc2s1 (centres undefined)	103	0.1
CC1CC(C)CN(S(=O)(=O)c2ccc(NC(=O)C(C)N3C(=O)C4CC=CCC4C3=O)cc2)C1 (centres undefined)	103	0
CCN1C(=O)N/C(=C/c2ccc(OCc3ccc(C(=O)O)cc3)cc2)C1=O	102	0.2
Cc1ccc(C(=O)COC(=O)c2ccc(-n3cccn3)cc2)s1	102	-0.1
Cc1cccc(CN2C(=O)/C(=C\c3ccc(C(=O)NCc4cccnc4)cc3)Sc3ccccc32)c1	103	1

Single values from above:
Polio RdRp inh result of Cc1ccc(CNC(=O)c2ccc(CS(=O)(=O)Cc3ccc(C)cc3)o2)cc1 → 110
Polio RdRp inh result of Nc1nc2c(nc(SCc3ccccc3Br)n2C2OC(CO)C(O)C2O)c(=O)[nH]1 (centres undefined) → 102
Polio RdRp inh result of Cc1cc(C)n2c(SC(C)C(=O)NC3(C#N)CCCCC3)nnc2n1 (centres undefined) → 105
Polio RdRp inh result of c1ccc(N2CCN(C3CCc4ccccc4C3)CC2)cc1 (centres undefined) → 100
Polio RdRp inh result of CN(C)C1c2cccc3cccc(c23)C1NS(C)(=O)=O (centres undefined) → 99

In the list so far, these have a Cl atom.
SMILES	Polio RdRp inh	Polio RdRp inh FP z-score
COc1ccc(Cl)cc1NCC(=O)N1CCc2ccccc2C1	103	0.6
O=C(NC1CCCCCC1)c1ccc(CS(=O)c2cccc(Cl)c2)o1 (centres undefined)	106	-0.1
O=C1Nc2ccccc2N(O)N1c1cc(-c2ccccc2Cl)no1	100	-0.8
COc1ccc(-c2cc(C(C)=O)c(C)n2CCC(=O)Nc2ccc(C)cc2Cl)cc1	104	-0.2
COC(=O)C(C)Sc1nc2cc(Cl)ccc2s1 (centres undefined)	103	0.1

Next structures follow.
SMILES	Polio RdRp inh	Polio RdRp inh FP z-score
CCCC12CN3CC(C)(CN(C1)C3c1ccc(CC)cc1)C2=O (centres undefined)	111	1.1
CC(=O)OCC(=O)c1ccc2c(c1)CCN2C(C)=O	103	0.4
CCCN(Cc1nnc(-c2ccco2)o1)C(=O)CSc1nnc(-c2ccc(Cl)cc2)o1	115	1.5
COc1ccc(N=C2SCCCN2C)cc1	100	-1.1
COc1ccccc1C(=O)N=C1NC(=O)CC2C(=O)NCCN12 (centres undefined)	107	2.1
Cc1nc(NCc2ccccn2)c2ccccc2n1	102	0.4
O=C(NC(=S)Nc1cccc2c(O)cccc12)C1CC1	95	-0.7
COc1cc(N)c(Cc2nccc3cc(OC)c(OC)cc23)cc1OC	103	0.2
C=CCN(c1ccccc1)c1nc(C(=O)OCC)nc2ccccc12	100	-0.1
O=C(NC1CCCC1)C1CCC(Cn2c(=O)c3ccccc3n(Cc3cc(=O)n4ccccc4n3)c2=O)CC1 (centres undefined)	103	0.4
Cc1cn2c(nc1=O)O[C@H]1C[C@H]2O[C@@H]1COC(=O)c1ccccc1	101	0.1
Cc1coc(NC(=O)CSc2nc(-c3ccc(Cl)cc3)cc(C(F)(F)F)c2C#N)n1	99	-0.2
CC(C)(C)OC(=O)N1CCC(c2c(C(=O)Nc3ccc4c(c3)OCCO4)cnn2-c2ccc(Cl)cc2)CC1	110	0.8
O=C(NCCCN1CCOCC1)c1ccccc1	106	0.2
O=C(O)c1cccc(-n2ncc(Cl)c(Cl)c2=O)c1	101	-0.1
Cc1noc(C)c1CNc1ccccc1	100	-0.4
OCCN(c1ccccc1)c1ncnc2onc(-c3ccc(F)cc3)c12	99	-0.6
Cc1ccc(Cn2c(=O)cc(C(=O)NCc3cccs3)c3ccccc32)cc1	103	0.6
COC(=O)C(C)Oc1nc(C)c(Br)c(OC)n1 (centres undefined)	103	-0.1
CCSc1nnc(COc2ccccc2)n1CC	104	0.5
CSC(=NC#N)N1CCC(C(=O)c2ccccc2)CC1	92	-1.7
CCN1CCN(c2ncnc3c2cnn3-c2cccc(C)c2)CC1	99	-0.6
COc1ccc(S(=O)(=O)NCCS(=O)(=O)N2CCN(c3ccccc3)CC2)cc1C	106	-0.1
CCCn1c(=O)n(-c2ccccc2)c(=O)c2c3c(sc21)CN(C(C)=O)CC3	101	0.3
C/C(O)=C(\C#N)P(C)(=O)OC(C)C (centres undefined)	98	-0.8
(cont.)
SMILES	Polio RdRp inh	Polio RdRp inh FP z-score
O=C(Nc1ccc(Br)cc1)C(Cc1ccccc1)NS(=O)(=O)c1cccs1 (centres undefined)	101	0.1
O=c1[nH]nc(C(F)(F)F)c2nnn(Cc3ccccc3Cl)c12	101	-0.6
CC(C)(C)n1nc(-c2ccc(Cl)cc2)c2c(N)ncnc21	101&99	0.1&0.1
O=C(CSc1cn(CC(=O)N2CCCCC2)c2ccccc12)Nc1ccccc1F	118	0.4
Cc1nc2c(o1)NC(N)=C(C#N)C2c1cn[nH]c1C (centres undefined)	105	0.4
Cc1noc(C)c1CSc1ncccc1C(=O)N(C)Cc1c(F)cccc1Cl	98	-0.6
Fc1ccc(-c2cn3cc(Cc4ccccc4Cl)sc3n2)cc1	102	-0.1
CC(C)C(NC(=O)c1ccc2c(=O)n3c(nc2c1)CCC3)c1ccc2c(c1)OCCCO2 (centres undefined)	100	-0.3
CC1CCN(S(=O)(=O)Cc2ccccc2)CC1	104	0.1
O=C(CSCc1ccco1)NC1CCCC1	100	-0.4
Cc1ccc(CNC(=O)c2nc(SCc3ccc(C)cc3)ncc2Cl)cc1	100	-1.1
C/C(=C\c1ccccc1)C(=O)NCCCn1ccnc1	101	0
COc1ccccc1NC(=O)C(=O)c1cc(C)n(-c2cc(C)cc(C)c2)c1C	111	0.2
CC1=CC(C)=NC2Nc3c(C)cc(C)cc3C(=N)C12 (centres undefined)	86*	-4.9*
COc1ccccc1CNS(=O)(=O)c1c(C)nc2sc(C)cn2c1=O	108	0.2
Cc1nc2ccccc2c(=O)n1-c1cccc(NC(=O)c2ccc3c(c2)OCO3)c1	105	1.1
Cc1nnc(SCc2ccc(C(=O)N3CCOCC3)cc2)s1	103	0.1
COC(=O)c1ccc2nsnc2c1	99	-0.6
O=C(CCCc1ccccc1)N1CCCCCCC1	102	0.1
CC(C)c1cc(=O)[nH]c(SCC(=O)O)n1	97	-2.3
COc1ccccc1NC(=O)c1cc2cc3ccc(OC)c(Cl)c3nc2s1	97	-2.4
CCOCC(=O)Nc1ccc(-c2cn3c(C)csc3n2)cc1	114	1.6
COCC(C)NC(=O)C1=CC(c2ccc(C)cc2)=NS(=O)(=O)N1C (centres undefined)	104	1.6

Reprinted at random: 7 records from the list, in no set order.
SMILES	Polio RdRp inh	Polio RdRp inh FP z-score
Cc1ccc(CNC(=O)c2nc(SCc3ccc(C)cc3)ncc2Cl)cc1	100	-1.1
CC1=CC(C)=NC2Nc3c(C)cc(C)cc3C(=N)C12 (centres undefined)	86*	-4.9*
COC(=O)c1ccc2nsnc2c1	99	-0.6
C/C(=C\c1ccccc1)C(=O)NCCCn1ccnc1	101	0
COc1ccccc1NC(=O)C(=O)c1cc(C)n(-c2cc(C)cc(C)c2)c1C	111	0.2
CC1CCN(S(=O)(=O)Cc2ccccc2)CC1	104	0.1
Cc1noc(C)c1CSc1ncccc1C(=O)N(C)Cc1c(F)cccc1Cl	98	-0.6
